Platelet DG rel: inhibitors of platelet dense granule secretion, primary screen, cell-based, MLPCN, human platelets | AID 1663, 2009 | inhibition, %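 (compounds screened at 7.5 µM in platelet-rich plasma)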 | 300,000 tested, 0.22% active | human platelet-rich plasma, SFLLRN dense granule ATP release, luminescence;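 active = mean replicate score, as percent of positive control, at or above 50; inconclusive = mean below 50 but at least one replicate at or above 50; inactive = mean and every replicate below 50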
HSP90 refold inh: HSP90 inhibitors, primary screen, cell lysate, luminescence; Heat shock protein HSP 90 (rabbit reticulocyte lysate; luciferase refolding); Rabbit reticulocyte lysate, luciferase refolding luminescence, 3 h; inhibition, % at 5.6 µM; 290,000 tested, 0.91% active; AID 1789, 2009;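 active = inhibition above the screen-wide mean plus 3 SD, computed separately per campaign, cut at about 16% in these data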;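 note: 0% = DMSO wells and 100% = 60 µM geldanamycin wells; inhibitors lower the luminescence because luciferase stays unfolded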
GSK3beta inhib: human GSK3beta kinase inhibitors, primary screen, biochemical, cell-free homogeneous, HTS. AID 2097, 2009. 300,000 tested, 0.038% active. GST-GSK3beta kinase, ADP-Glo luminescence, 60 min; stronger effect = lower value. Glycogen synthase kinase-3 beta (Homo sapiens), P49841. activity score (negative = inhibition), % at 10 µM;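 active = more than half of replicate wells score below -50%, meaning over 50% inhibition versus plate controls; inconclusive = some replicates but at most half score below -50%; inactive = no replicate scores below -50%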;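 note: 0% = median DMSO wells and -100% = median GW8510 positive control wells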
Target sequence (P49841 whole entry, looked up): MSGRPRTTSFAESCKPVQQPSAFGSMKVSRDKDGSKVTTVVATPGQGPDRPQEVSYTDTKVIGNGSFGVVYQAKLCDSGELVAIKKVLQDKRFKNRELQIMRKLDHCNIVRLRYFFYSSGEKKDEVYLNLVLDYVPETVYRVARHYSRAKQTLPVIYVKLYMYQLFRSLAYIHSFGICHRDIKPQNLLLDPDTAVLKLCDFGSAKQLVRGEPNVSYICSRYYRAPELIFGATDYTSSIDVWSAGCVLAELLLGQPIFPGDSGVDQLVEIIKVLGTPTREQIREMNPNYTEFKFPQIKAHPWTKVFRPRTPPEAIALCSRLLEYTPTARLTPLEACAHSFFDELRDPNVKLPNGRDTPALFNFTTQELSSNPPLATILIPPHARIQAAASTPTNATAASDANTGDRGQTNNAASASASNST
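Test system – GST-tagged human GSK3beta kinase, cell-free · Incubation – 60 min enzyme reaction, room temperature · Signal – ADP-Glo luminescence · Also added – peptide substrate and ATP at 25 µM · Controls – DMSO neutral wells and GW8510 at 20 µM as positive · Buffer or medium – Tris/MgCl2 kinase buffer · Measure – Luminescence-derived activity versus plate DMSO and GW8510 wells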
HDAC3 inh: HDAC3 deacetylase inhibitors, primary screen, biochemical, fluorescence, cell-free homogeneous; 320,000 tested, 0.15% active; Histone deacetylase 3 (Homo sapiens), O15379; recombinant HDAC3, fluorogenic peptide/trypsin coupled; inhibition, % at 8.3 µM; in the data active = inhibition above about 26%, passing the limit was not always enough; inconclusive = no clear call, values can overlap the other calls
HSF-1 act: HSF-1 activators, primary screen, NIH3T3-HGL cells, MG132 stress, luminescence, single point | NIH3T3-HGL HSF-1 luciferase reporter, 8 h; 100% = twice DMSO control signal | activation, % at 9 µM | 300,000 tested, 1.7% active | AID 504408, 2011;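 active = mean replicate activation of at least 50% with a set share of replicates each reaching 50%; inconclusive = only one of those two conditions met; inactive = mean below 50% and too few replicates reaching it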;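 note: 0% = median of the neutral control wells and 100% = twice that signal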
HSF1 inh: HSF1 inhibitors in luciferase reporter cells, primary screen, cell-based, NIH3T3, luminescence; activity change, negative = inhibition, % at 7.5 µM (by protocol); NIH3T3-HGL HSE-luciferase, MG132-induced, luminescence 8 h; stronger effect = lower value; 300,000 tested, 0.77% active;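 active = more than half of replicate wells show activity change below -50%, luminescence cut by over half; inconclusive = some wells, but at most half, below -50%; inactive = no replicate well below -50%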;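 note: luciferase reports HSF-1 transcriptional activity via heat shock element; 0% = median of DMSO wells and -100% = zero luminescence signal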
GSK3 alpha inh: blockers of GSK3A enzyme activity – biochemical, luminescence, cell-free homogeneous, HTS, primary screen. 320,000 tested, 0.1% active. GSK-3 alpha kinase, ADP-Glo luminescence, 60 min. inhibition, % at 10 µM. AID 2650, 2010. Glycogen synthase kinase-3 alpha (Homo sapiens), P49840;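 in the data active = inhibition above about 50%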;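 note: GST-tagged GSK-3 alpha with peptide substrate and 25 µM ATP; 0% = DMSO neutral wells and 100% = GW8510 positive control wells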
Target sequence (P49840 whole entry, looked up): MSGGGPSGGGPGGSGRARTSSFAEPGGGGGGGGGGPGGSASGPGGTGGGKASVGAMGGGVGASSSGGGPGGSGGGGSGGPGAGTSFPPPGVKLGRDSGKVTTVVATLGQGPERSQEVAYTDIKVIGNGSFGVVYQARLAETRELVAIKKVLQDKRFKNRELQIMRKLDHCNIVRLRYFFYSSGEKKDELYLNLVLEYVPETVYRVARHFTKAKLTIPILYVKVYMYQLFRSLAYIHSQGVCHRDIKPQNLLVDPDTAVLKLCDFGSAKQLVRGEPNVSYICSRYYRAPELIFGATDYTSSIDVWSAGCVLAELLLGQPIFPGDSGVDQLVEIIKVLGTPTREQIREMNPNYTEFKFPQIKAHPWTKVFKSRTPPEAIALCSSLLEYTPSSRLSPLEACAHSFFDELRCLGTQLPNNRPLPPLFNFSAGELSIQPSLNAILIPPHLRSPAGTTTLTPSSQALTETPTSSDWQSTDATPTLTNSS
AI-2 QS modul: Vibrio harveyi AI-2 quorum sensing modulators, primary screen, JMH597 strain, luminescence/OD600 ratio; activity change, % at 7.5 µM; Vibrio harveyi JMH597 AI-2 luminescence/OD600 ratio, 9 h; stronger effect = lower value; strain lacks LuxN and CqsS sensors; 0 = neutral-control median; 300,000 tested, 0.4% active; in the data active = activity change below about -75%, passing the limit was not always enough; inconclusive = no clear call, values can overlap the other calls;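 note: luminescence divided by OD600 gain over 9 h not by final OD600 alone; inactives centre near 13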
Dyrk1A ADPGlo: rat Dyrk1A kinase inhibitors, primary screen, biochemical, single point, plate reader | Dual specificity tyrosine-phosphorylation-regulated kinase 1A (Rattus norvegicus), Q63470 | ADP-Glo luminescence, NFATc1 peptide | inhibition, % at 12.5 µM | 310,000 tested, 0.43% active; in the data active = inhibition above about 50%;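 note: plate controls were vehicle with enzyme for no effect and no enzyme for full effect; many of its hits are not listed in these tables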
PolyA inhibitor: polyadenylation inhibitors in yeast reporter cells, primary screen, luminescence, S. cerevisiae. S. cerevisiae SKY197-pL101 polyadenylation reporter, beta-gal luminescence; efflux-impaired pdr1/pdr3 knockout yeast; score 100 = 6 SD above DMSO. calls only at 12 µM. 300,000 tested, 0.02% active. AID 1875, 2009;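 active = lowest replicate activity score at least 50, where 100 means six control SD above control mean; inconclusive = lowest score under 50 but half or more replicates reach 50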;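 note: yeast exposed to compound for 9 h at 30 °C; higher score means more reporter readthrough which indicates perturbed polyadenylation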
Numbers without * were called inactive; i = inactive; ? = inconclusive; . = not tested or not shown. Not all compounds are listed (hit frequency here may not be typical).

SMILES	Platelet DG rel	HSP90 refold inh	GSK3beta inhib	HDAC3 inh	HSF-1 act	HSF1 inh	GSK3 alpha inh	AI-2 QS modul	Dyrk1A ADPGlo	PolyA inhibitor
Cc1oc2c(C)c(O)ccc2c(=O)c1N1C(=O)c2ccccc2C1=O	4	-3	-2	1	-16	-2	1	37	-1	i
CCCCCOC(=O)c1ccc(NC(=O)c2ccco2)cc1	3	0	-2	2	10	6	0	-42	3	i
CC(C)NCc1cc(Br)ccc1OCc1ccccc1	12	-6	-2	-3	-3	0	2	25	12	i
Cc1cc(C)c(NC(=O)CSc2nnc(-c3ccncc3)n2Cc2ccco2)c(C)c1	3	1	-3	3	-9	4	-1	4	.	i
CCC(=O)N1CCN(c2ccc(Cl)cc2NC(=O)c2ccc3c(c2)OCCO3)CC1	8	5	1	-5	5	-3	-1	28	-2	i
N/C(Cc1ccc([N+](=O)[O-])cc1)=N\OC(=O)c1ccco1	1	0	4	2	39	37	-2	-2	-3	i
CCN(CC)S(=O)(=O)c1cccc(C(=O)N/N=C/c2ccc(OC)c(O)c2)c1	12	12	-1	10	-4	-4	-1	26	2	i
Brc1cc2c(cc1/C=N/Nc1nc3ccccc3s1)OCO2	5	4	-3	2	21	19	-1	22	20	i
Cc1ccc[n+](CC(=O)N2CCCc3ccccc32)c1	-7	1	2	-2	-10	-7	-2	-3	-3	i
COc1ccc(CCNS(=O)(=O)c2cc3c(cc2C)NC(=O)CO3)cc1OC	2	-9	0	-4	-22	-1	-4	-3	-2	i
CCOC(=O)c1cnc2c(-c3ccccc3)cnn2c1C	-1	-2	1	3	42	14	-1	-6	-2	i
CCCc1cc(=O)[nH]c(NCCc2ccccc2)n1	8	-2	2	1	1	-3	1	14	22	i
O=C(c1ccc(-c2ccccc2)c(F)c1)C1CCCN(C(=O)c2cncs2)C1 (centres undefined)	-2	-4	2	-7	-55	?	-4	-12	-2	i
C=C(C)C(=O)OCCCCCCOc1ccc(C(=O)O)cc1	-1	2	3	5	13	7	0	20	-3	i
CS(=O)(=O)N1CCC(C(=O)NCCc2ccccc2)CC1	-7	7	0	0	20	3	5	25	6	i
Cc1sc2ncn(CCn3cnc4sc(C)c(C)c4c3=O)c(=O)c2c1C	38	-1	-1	5	24	1	-1	6	-3	i
CC(Nc1nc(-c2ccccc2F)nc2ccccc12)c1ccccc1 (centres undefined)	3	0	1	12	38	8	-2	20	0	i
CNC(=O)c1cc(C(=O)c2ccc(F)cc2C(F)(F)F)c[nH]1	12	-1	-1	5	16	0	-1	21	-5	i
Cc1ccc(C(=O)NCCc2nnc3ccc(SCC(=O)Nc4cc(C)on4)nn23)cc1	3	-1	-1	-15	-13	1	-3	7	-2	i
COc1ccc(NC(=O)C(CC(=O)O)Cc2ccc(Br)cc2)cc1 (centres undefined)	-12	8	2	-1	26	-5	1	?	3	i
COc1ccc(NC(=O)CSCC(=O)N(C)Cc2cccc(OC)c2OC)cc1	-5	.	10	-2	-7	-1	-1	7	-2	i
COc1cccc(CSc2nc3ccccc3cc2C=O)c1	5	-2	1	-3	0	-6	-1	-13	-3	i
CSc1cccc(NC(=O)c2cnn3ccccc23)c1	12	1	-7	.	81*	52	5	18	25	i
COc1cccc(CN2CCN(c3ncccn3)CC2)c1OC	0	2	1	2	1	-5	1	7	9	i
COc1ccc(-n2c(C)cc(/C=C3\SC(=S)NC3=O)c2C)cc1	-8	1	1	11	19	11	.	-6	-3	i
Cc1ccn2c(C(=O)N/N=C/c3ccc(Cl)cc3)c(C)nc2c1	0	0	0	.	15	27	.	5	-2	i
CCC(C)(C)NC(=O)C(c1ccc(C)cc1)N(Cc1cccnc1)C(=O)c1csnn1 (centres undefined)	-3	11	0	0	-7	5	-2	11	-2	i
CCCc1cc(=O)oc2c3c(cc(OCC(=O)N4CCC[C@H]4C(=O)O)c12)OC(C)(C)CC3	-4	-3	2	-119	-9	-5	4	15	-2	i
COc1ccccc1-c1cc(N)n(S(=O)(=O)c2cccc3nsnc23)n1	-14	6	0	3	-5	-5	4	-16	-1	.
NC(=O)c1cc(N)ccc1N1CCCCC1	-1	0	2	-8	-5	-3	1	25	0	i
CC(Oc1ccccc1)C(=O)NC1=NCCS1 (centres undefined)	4	-1	3	1	18	-5	-1	19	-1	i
COc1ccc(CCC(=O)NCCc2nc3ccccc3[nH]2)cc1	3	1	1	-6	0	-9	-2	5	.	i
O=C1CNC(=S)N1Cc1cccc(Cl)c1	-2	-4	-2	-9	8	-4	-1	19	1	i
Cc1ccc(NC(=O)C2CC(=O)Nc3nncn32)cc1 (centres undefined)	5	3	5	-1	-1	-18	-1	44	-2	.
O=CN1N=C(c2ccccc2)CC1c1ccc(Cl)cc1 (centres undefined)	-7	-2	.	1	7	10	-3	.	-2	i
CCCc1cc(N2CCOCC2)n2ncc(-c3ccccc3)c2n1	-4	17*	1	-7	-3	-16	0	4	0	i
Clc1cccc(CSc2nc3ccncc3[nH]2)c1	2	-2	-1	-3	30	12	0	-89*	5	i
Cc1nn(C)c(C(=O)NNC(=S)NC2CCCCC2)c1Cl	-1	1	1	0	22	10	-2	23	-4	i
O=c1[nH]c2c(s1)C(c1ccc(O)cc1)C1C3CCC(C3)C1S2 (centres undefined)	10	2	3	7	2	-1	75*	12	6	i
Cc1ccc(NC(=S)N2CCN(c3ncccn3)CC2)cc1C	6	3	0	-1	-37	-30	0	25	-3	i

Results in HDAC3 inh and PolyA inhibitor (3 entries from above):
Molecule | HDAC3 inh | PolyA inhibitor
Cc1ccn2c(C(=O)N/N=C/c3ccc(Cl)cc3)c(C)nc2c1 | . | i
COc1cccc(CN2CCN(c3ncccn3)CC2)c1OC | 2 | i
CCCc1cc(=O)oc2c3c(cc(OCC(=O)N4CCC[C@H]4C(=O)O)c12)OC(C)(C)CC3 | -119 | i

Other structures follow.
SMILES	Platelet DG rel	HSP90 refold inh	GSK3beta inhib	HDAC3 inh	HSF-1 act	HSF1 inh	GSK3 alpha inh	AI-2 QS modul	Dyrk1A ADPGlo	PolyA inhibitor
Cc1ccccc1OCC(=O)N/N=C/c1ccc(Sc2nc3ccccc3s2)o1	7	1	0	-3	4	1	-2	6	4	i
Cc1ccc2cccc(N)c2n1	-2	1	-3	4	3	10	-7	27	.	i
Cc1ccc(NC(=S)Nc2ccc(S(=O)(=O)N3CCOCC3)cc2)cc1S(=O)(=O)N1CCOCC1	3	3	2	3	-17	1	1	16	-1	i
O=C(CN1CCCc2ccccc21)NC(=O)NCc1ccco1	5	-1	-3	3	-15	5	-1	12	3	i
Cc1cccc(NC(=O)C2CCN(C(=O)c3ccc(F)cc3)CC2)n1	-7	.	3	2	-4	0	0	12	.	i
Cc1nc(C)c(-c2csc(NCc3ccccc3)n2)s1	-6	3	-3	4	10	14	1	-61	23	i
COC(=O)C(C)(C)ONC(=O)Nc1ccccc1Cl	-6	-1	-2	3	36	5	-1	-6	-1	i
CCC(C)(C)NC(=O)CCCSc1nc2ccccc2s1	-3	2	1	0	24	25	1	7	-5	i
CCC(C)c1ccccc1NC(=O)c1cccnc1 (centres undefined)	13	1	-5	2	-5	7	-1	21	13	i
O=C(CN1CCOCC1)Nc1ccc(Cl)cc1	1	1	3	1	-3	3	-7	-5	.	i
Cc1cc(C)cc(NC(=O)C2CCCC2)c1	2	-1	1	-8	-4	9	0	10	4	i
CC1CN(C(=S)NC(=O)c2cccc([N+](=O)[O-])c2)CC(C)O1 (centres undefined)	-4	0	3	6	2	-5	-3	10	-3	i
COc1ccc(C(Nc2ccccn2)c2oc(CO)cc(=O)c2O)cc1 (centres undefined)	-20	2	6	3	-3	2	-3	13	-3	i
COc1ccc(N(C2=NCCCS2)S(=O)(=O)c2ccc(C(C)(C)C)cc2)cc1	-11	-2	7	2	0	-5	1	6	.	i
Cc1nnc(SCCC(=O)Nc2ccccc2Cl)o1	2	3	-1	4	3	-3	0	14	7	i
CC1(C(=O)NCc2cc(F)cc(C(F)(F)F)c2)C=CC2(CCCCC2)N1C(=O)c1ccccc1 (centres undefined)	.	3	.	6	.	.	0	.	-10	.
COc1ccc(NC(=O)c2cc(-c3ccccc3OC)on2)cc1	0	-3	5	4	5	14	.	36	3	i
Cc1nonc1N1CCN(Cc2cn[nH]c2-c2ccc(F)cc2F)CC1	-4	4	3	9	0	-4	-1	1	5	i
Cc1ccc(C2=C/C(=C\c3cccnc3)C(=O)O2)cc1	-3	-3	1	5	8	4	0	10	0	i
COc1ccc(NC(=O)CN(C)S(=O)(=O)c2ccc(Br)s2)cc1OC	4	-2	.	-3	55*	26	1	.	-4	i
COC(=O)c1cc(OCC(=O)NC2CCCc3ccccc32)cc(C(=O)OC)c1 (centres undefined)	1	3	0	2	11	-1	0	10	-3	i
CC1CCC(NC(=O)C(NS(=O)(=O)c2cccc3nsnc23)C(C)C)CC1 (centres undefined)	3	0	2	8	5	-3	-1	-2	7	i
CCC(CC)C(=O)c1c[nH]c(C(=O)NCc2ccccc2)c1	-1	10	7	2	17	6	0	22	0	i
COc1ccccc1NC(=O)CCN1CCCCCC1	8	-3	1	3	-4	-6	0	25	-4	i
Cc1cc(=O)n2[nH]c(-c3ccsc3-n3c(C)ccc3C)cc2n1	-2	6	0	-5	-17	-2	-3	21	2	i
COC(=O)c1ccc(C2C(C(=O)OCC(C)C)=C(C)N=C3SCCC(=O)N32)cc1 (centres undefined)	5	4	-2	4	0	-1	-1	13	1	i
Cc1sc2nc(C3CC3)nc(SCC(=O)N3CCc4ccccc4C3)c2c1C	-7	5	3	-4	68*	17	1	-11	2	i
Cc1nnc2c(NCCc3ccccc3)nc3ccccc3n12	-3	-3	1	-1	49	20	0	16	-3	i
Cc1[nH]c(=O)nc(SCc2ccc(Cl)c(Cl)c2)c1C#N	3	-5	2	-4	26	7	0	42	2	i
